S aureus QS inh: inhibitors of bacterial quorum sensing in S. aureus. inhibition, % at 2 µM. S. aureus RN6390 RNAIII-GFP reporter, AIP-induced, flow cytometry 3 h. AID 527. hit rate 0.3% among 24,000;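 active means share of bacteria positive for the green fluorescent reporter and its mean brightness both inhibited by 50% or more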;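 further: 0% = AIP-stimulated control and 100% = unstimulated bacteria without AIP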
S aureus QS inh GFP MFI %: recorded beside S aureus QS inh, whose call it bears; inhibition, %; measured here: inhibition of GFP MFI
Active calls of the source: *. These rows are one share of the data, so the mix of outcomes need not match the whole.

no. | SMILES | S aureus QS inh | S aureus QS inh GFP MFI %
1 | Cn1c(=O)cc(SCC(=O)N2CCN(c3ccccn3)CC2)c2ccccc21 | -2.0 | -6.7
2 | COc1ccc(Cc2nc(-c3cccs3)no2)cc1OC | -1.3 | -5.4
3 | COc1ccc(NC(=O)c2ocnc2C)cc1OC | -2.3 | -11.6
4 | COc1ccc(OC)c(S(=O)(=O)NCCO)c1 | 0.2 | -1.0
5 | CCOC(=O)CN1CC23C=CC(O2)C(C(=O)Nc2cc(OC)ccc2OC)C3C1=O (stereo not given) | 0.6 | 3.5
6 | COc1cccc(OC)c1OCCCCCc1c(C)n[nH]c1C | -1.8 | -2.2
7 | COc1ccc(C2C(C(=O)N3CCCC3)CC(=O)N2c2ccc(OC)cc2)cc1 (stereo not given) | -6.1 | -21.6
8 | CCC(=O)N1CCc2cc(Br)cc(S(=O)(=O)N3CCN(C(=O)c4ccco4)CC3)c21 | -9.9 | -51.7
9 | COc1nc(/C(N)=N/O)nc(N2CCCCC2)n1 | -0.3 | -11.0
10 | COc1ccc(S(=O)(=O)NCCCN2CCOCC2)c2ccccc12 | -1.5 | -14.0
11 | CCOC(=O)c1sc2nc(C)cc(C)c2c1N | -2.6 | -16.7
12 | COc1cccc(-c2nc(CS(=O)(=O)CC(=O)NCc3ccccc3OC)c(C)o2)c1 | 9.1 | 4.9
13 | Cc1ccc(Cn2nnc3c(=O)n(CC(=O)NCc4ccco4)cnc32)cc1 | 11.0 | 18.3
14 | CCCS(=O)(=O)NCCc1cc2ccc(C)cc2[nH]c1=O | 0.3 | -8.8
15 | CCOC(=O)c1cnn(CCOC(=O)C(C)(C)C)c1NC(=O)C(C)(C)C | -3.6 | -13.2
16 | CCOC(=O)N1CCN(C(=O)c2cc(C)c3c(C)nn(-c4ccccc4)c3n2)CC1 | 0.6 | 6.7
17 | COC(=O)c1cc(Br)c(=O)n(CCN2CCOCC2)c1 | -1.1 | -1.0
18 | O=C(CCS(=O)(=O)c1ccc(Br)s1)NCc1ccc2c(c1)OCO2 | 5.8 | 26.9
19 | CCn1cc(C(=O)N2CCCc3ccccc32)c2cc(OC)c(OC)cc2c1=O | -4.2 | -8.9
20 | O=C(Cn1ncc2c(=O)oc3ccccc3c21)NC1CC1 | 0.6 | 18.5
21 | CC1CCCC(C)N1C(=O)CSc1nnc(-c2cccs2)o1 (stereo not given) | -8.2 | -51.0
22 | CCOC(=O)c1ccc(-c2nnc(-c3ccc(Cl)cc3Cl)o2)cc1 | 0.5 | 46.0
23 | COc1ccc(C(=O)Nc2cc3c(cc2C#N)OCO3)cc1S(=O)(=O)NCc1ccco1 | -2.3 | -11.2
24 | Cc1c(/C(O)=C2/C(=O)C(=O)N(CCN3CCOCC3)C2c2cccnc2)cnn1-c1ccccc1 (stereo not given) | -1.5 | -21.3
25 | O=C(c1cccc(F)c1)N1CCN(Cc2c[nH]c3ccccc23)CC1 | -2.4 | -6.5
26 | Cc1ccc2c(c1C)NC(=O)C2(O)CC(=O)c1ccc2c(c1)OCO2 (stereo not given) | -1.6 | -6.1
27 | COc1ccc(C(=O)COC(=O)c2ccc(OC)c(OC)c2)cc1OC | -2.1 | -4.1
28 | O=C(C1CCN(S(=O)(=O)N2CCC3(CC2)OCCO3)CC1)N1CCN(Cc2ccccc2)CC1 | 9.9 | 20.3
29 | COc1ccc(CNc2nc3nc(C)cc(C)n3n2)cc1OC | 0.1 | -18.7
30 | CC(=O)Nc1ccc(NC(=O)C2CC(=O)N=C(N)S2)cc1 (stereo not given) | -1.1 | -15.0

Gathered by group: those above with a carbonyl joined to an NH by a bond outside any ring (nine)
no. | SMILES | S aureus QS inh | S aureus QS inh GFP MFI %
3 | COc1ccc(NC(=O)c2ocnc2C)cc1OC | -2.3 | -11.6
5 | CCOC(=O)CN1CC23C=CC(O2)C(C(=O)Nc2cc(OC)ccc2OC)C3C1=O (stereo not given) | 0.6 | 3.5
12 | COc1cccc(-c2nc(CS(=O)(=O)CC(=O)NCc3ccccc3OC)c(C)o2)c1 | 9.1 | 4.9
13 | Cc1ccc(Cn2nnc3c(=O)n(CC(=O)NCc4ccco4)cnc32)cc1 | 11.0 | 18.3
15 | CCOC(=O)c1cnn(CCOC(=O)C(C)(C)C)c1NC(=O)C(C)(C)C | -3.6 | -13.2
18 | O=C(CCS(=O)(=O)c1ccc(Br)s1)NCc1ccc2c(c1)OCO2 | 5.8 | 26.9
20 | O=C(Cn1ncc2c(=O)oc3ccccc3c21)NC1CC1 | 0.6 | 18.5
23 | COc1ccc(C(=O)Nc2cc3c(cc2C#N)OCO3)cc1S(=O)(=O)NCc1ccco1 | -2.3 | -11.2
30 | CC(=O)Nc1ccc(NC(=O)C2CC(=O)N=C(N)S2)cc1 (stereo not given) | -1.1 | -15.0

Further structures:
Screens in order – S aureus QS inh	S aureus QS inh GFP MFI %
[31] CCOc1ccc(NC(=O)N(CCC(C)C)C(C)c2ccco2)cc1 (stereo not given)
    -1.5	-0.2
[32] CCn1nc(C(=O)OCC(=O)c2cc(C)n(Cc3cccs3)c2C)c2ccccc2c1=O
    -0.4	5.4
[33] CCOc1ccc(C2Oc3nc(SC)nnc3-c3ccccc3N2C(C)=O)cc1OC (stereo not given)
    -1.1	4.3
[34] CC(=O)Nc1nc(-c2ccc(Cl)cc2)nc(C)c1C(C)=O
    -0.9	-7.2
[35] O=S(=O)(c1cccc2nsnc12)N1CCCC1
    -3.7	-8.0
[36] C=CCN(CC=C)S(=O)(=O)c1ncn[nH]1
    4.8	22.1
[37] CC1CCCCC1NC(=O)C1CCN(S(=O)(=O)N2CCOCC2)CC1 (stereo not given)
    -0.5	4.4
[38] C=CCNC(=O)C1CCN(S(=O)(=O)c2ccccc2)CC1
    -0.6	13.9
[39] c1ccc2ncc(-n3cnnn3)cc2c1
    -0.7	-11.6
[40] O=C(Oc1ccc(Cl)cc1N1C(=O)CCC1=O)c1ccco1
    0.4	32.1

Arranged by SMILES length (descending): some entries from above
Screens in order – S aureus QS inh	S aureus QS inh GFP MFI %
[28] O=C(C1CCN(S(=O)(=O)N2CCC3(CC2)OCCO3)CC1)N1CCN(Cc2ccccc2)CC1
    9.9	20.3
[7] COc1ccc(C2C(C(=O)N3CCCC3)CC(=O)N2c2ccc(OC)cc2)cc1 (stereo not given)
    -6.1	-21.6
[2] COc1ccc(Cc2nc(-c3cccs3)no2)cc1OC
    -1.3	-5.4

(listing goes on)
Screens in order – S aureus QS inh	S aureus QS inh GFP MFI %
[41] CCn1c(=O)cc(OCC(=O)NC2CCCCC2)c2ccccc21
    0.4	7.8
[42] CCOC(=O)c1cccc(NC(=O)CCc2nc(-c3ccc(C)cc3)no2)c1
    -1.8	-17.6
[43] CCOC(=O)CNC(=O)c1c(C)nn(-c2ccccc2)c1Cl
    -5.6	-21.0
[44] O=C(c1ccc(S(=O)(=O)N2CCCCC2)cc1)N1CCN=C1SCc1cccnc1
    0.2	2.6
[45] COc1ccc(N2CCC(CNS(=O)(=O)c3cccc(C(F)(F)F)c3)C2)cc1 (stereo not given)
    -2.3	-3.8
[46] CCOC(=O)c1c(C)[nH]c(C=Nc2ccccc2)c1O
    -1.7	-1.3
[47] Cc1ccc(-n2c(=O)[nH]cc(C(=O)N3CCc4ccccc43)c2=O)cc1
    0.3	15.0
[48] O=C1CC(N2CCN(c3cccc(C(F)(F)F)c3)CC2)C(=O)N1c1ccccc1F (stereo not given)
    -1.7	1.9
[49] CCOC(=O)c1cc(-c2ccc(F)cc2)n(CC(=O)N2CCCC2)c1C
    -7.6	-29.6
[50] CCC(C(=O)OC)n1cnc2c(nnn2-c2ccc(OC)cc2)c1=O (stereo not given)
    -9.6	-27.1

Among those listed so far, 5 have a furan ring, fused or not.
Screens in order – S aureus QS inh	S aureus QS inh GFP MFI %
[8] CCC(=O)N1CCc2cc(Br)cc(S(=O)(=O)N3CCN(C(=O)c4ccco4)CC3)c21
    -9.9	-51.7
[13] Cc1ccc(Cn2nnc3c(=O)n(CC(=O)NCc4ccco4)cnc32)cc1
    11.0	18.3
[23] COc1ccc(C(=O)Nc2cc3c(cc2C#N)OCO3)cc1S(=O)(=O)NCc1ccco1
    -2.3	-11.2
[31] CCOc1ccc(NC(=O)N(CCC(C)C)C(C)c2ccco2)cc1 (stereo not given)
    -1.5	-0.2
[40] O=C(Oc1ccc(Cl)cc1N1C(=O)CCC1=O)c1ccco1
    0.4	32.1

(list continues)
Screens in order – S aureus QS inh	S aureus QS inh GFP MFI %
[51] CCOC(=O)Cn1c(=O)c(-c2ccccc2N)nc2ccccc21
    -0.1	7.2
[52] Nc1ccc2cn[nH]c2c1
    -1.3	-4.9
[53] C1=Nc2c(NCc3ccccc3)ncnc2Oc2ccccc21
    0.0	17.9
[54] CC1(C)N=C(c2ccc(Cl)cc2Cl)C(=O)N1
    2.8	9.3
[55] CCOC(=O)N1CCC(N(CCOC)C(=O)Nc2ccc(CC)cc2)CC1
    1.1	6.0
[56] CCOC(=O)c1[nH]c(C)c(C(=O)Nc2ccc3c(c2)OCCO3)c1C
    8.2	13.5
[57] COC(=O)c1ccccc1NC(=O)c1noc2c1CCCC2
    -2.5	2.3
[58] COc1ccc(N2CCN(c3oc(COc4ccccc4Cl)nc3C#N)CC2)cc1
    -3.0	-2.8
[59] Cc1cnc(NC(=O)CSc2nnc(COc3c(C)cccc3C)o2)s1
    -0.7	1.3
[60] CC(C)OC(=O)c1ccc(OC(=O)c2cccnc2)cc1
    -0.6	-18.6
[61] CCOC(=O)Cn1c(=O)oc2cc(S(=O)(=O)N(CCN(C)C)Cc3ccccc3)ccc21
    3.6	10.5
[62] COc1cc(Nc2cc(C)nc3ncnn23)cc(OC)c1OC
    7.5	22.0
[63] Cc1c(C(=O)OC2CCCC2)[nH]c2c1C(=O)CC(c1ccco1)C2 (stereo not given)
    -2.9	-21.7
[64] O=C(Nc1nc2ccccc2[nH]1)c1ccc(F)cc1
    0.3	-12.2

Source: PubChem BioAssay
